From PubChem BioAssay
697 NFkB inh – lowers PMA/ionomycin-induced NF-kB signal in 697 B cells; inhibition, % at 4 µM; AID 435022; 0.33% of 330,000 active; 697 B-cell NF-kB luciferase reporter, 16 h; in the data active means inhibition above about 35%
SENP8 block – inhibitors of human SENP8 protease | Q96LD8 | purified SENP8, Z-RLRGG-aminoluciferin cleavage, luminescence | inhibition, % at 10 µM | 1.2% of 330,000 active | AID 2540
UBC13 polyUb – human UBC13 polyubiquitination inhibition; P61088; UBC13 polyubiquitin chain formation, TR-FRET; inhibition, % at 20 µM; 0.47% of 330,000 active; AID 485273; in the data active means inhibition above about 45%, passing the limit was not always enough
Apaf-1 inh – human Apaf-1 inhibition. O14727. reconstituted apoptosome caspase-3 activity, DEVD-Rh110 fluorescence. inhibition, % at 20 µM. 0.71% of 330,000 active; active means inhibition of at least 40% at 20 µM;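 further: plate controls were DMSO wells for no effect and DEVD-CHO caspase inhibitor wells for full effect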
Target sequence (O14727 whole entry, looked up): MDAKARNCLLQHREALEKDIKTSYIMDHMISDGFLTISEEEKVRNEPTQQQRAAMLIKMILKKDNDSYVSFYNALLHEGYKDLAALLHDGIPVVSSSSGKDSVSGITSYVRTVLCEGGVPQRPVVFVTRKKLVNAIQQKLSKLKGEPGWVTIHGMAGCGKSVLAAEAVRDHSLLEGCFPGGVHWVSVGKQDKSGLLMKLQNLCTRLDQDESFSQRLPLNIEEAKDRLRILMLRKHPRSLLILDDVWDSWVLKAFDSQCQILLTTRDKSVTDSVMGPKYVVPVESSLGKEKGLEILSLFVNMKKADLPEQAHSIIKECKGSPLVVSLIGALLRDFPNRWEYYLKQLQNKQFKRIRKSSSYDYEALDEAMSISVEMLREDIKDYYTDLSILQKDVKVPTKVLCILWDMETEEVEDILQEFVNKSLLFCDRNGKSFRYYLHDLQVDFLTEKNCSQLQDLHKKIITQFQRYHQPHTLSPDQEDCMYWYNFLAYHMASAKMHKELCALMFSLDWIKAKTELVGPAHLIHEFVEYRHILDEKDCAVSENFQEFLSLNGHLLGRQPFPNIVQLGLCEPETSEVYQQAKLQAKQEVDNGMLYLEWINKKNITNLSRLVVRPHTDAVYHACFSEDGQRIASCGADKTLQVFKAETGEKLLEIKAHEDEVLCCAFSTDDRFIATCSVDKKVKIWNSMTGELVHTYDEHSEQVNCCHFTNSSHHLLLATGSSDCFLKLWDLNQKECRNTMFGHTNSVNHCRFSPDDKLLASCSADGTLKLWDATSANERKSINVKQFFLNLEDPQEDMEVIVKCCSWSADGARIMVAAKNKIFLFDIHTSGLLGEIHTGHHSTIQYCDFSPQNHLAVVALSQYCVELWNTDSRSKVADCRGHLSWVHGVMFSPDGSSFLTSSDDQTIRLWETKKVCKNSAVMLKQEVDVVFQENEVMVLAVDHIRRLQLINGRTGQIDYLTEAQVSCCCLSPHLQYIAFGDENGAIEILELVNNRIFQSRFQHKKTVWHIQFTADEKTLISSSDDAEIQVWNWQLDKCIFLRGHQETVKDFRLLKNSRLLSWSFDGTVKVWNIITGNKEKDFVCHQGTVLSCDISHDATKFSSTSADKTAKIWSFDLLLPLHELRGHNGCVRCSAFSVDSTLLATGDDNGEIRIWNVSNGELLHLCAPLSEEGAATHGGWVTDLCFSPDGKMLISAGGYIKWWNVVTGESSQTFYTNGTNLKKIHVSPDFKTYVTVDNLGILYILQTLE
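Material: cell-free apoptosome with Apaf-1, procaspase-3 and caspase-9; Buffer or medium: Hepes pH 7.5 with detergent and BSA; Reagent: cytochrome c trigger plus (Z-DEVD)2-Rh110 caspase-3 substrate; Times: compound with Apaf-1, dATP, procaspase-3 30 min, then 50 min reaction, room temperature; Technique: Rh110 fluorescence intensity.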
Jurkat NFkB inh – lowers PMA/ionomycin-induced NF-kB signal in Jurkat cells; 0.53% of 330,000 active; AID 435003; PMA/ionomycin-induced NF-kB luciferase reporter, luminescence; inhibition, % at 4 µM
CCR6 antagonist – blocks CCL20-driven beta-arrestin recruitment at human CCR6; inhibition, % at 20 µM; P51684; CHO-K1 CCR6 PathHunter beta-arrestin, luminescence, CCL20-stimulated; 0.49% of 340,000 active;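 active means compounds whose inhibition of the agonist-driven luminescence signal at 20 µM reaches about 50%, limit read from the data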;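 further: cells stimulated with CCL20 at 14 nM final; plate controls were DMSO with CCL20 for no effect and DMSO without agonist for full effect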
EBI2 antag – EBI2 (human) antagonism. P32249. EBI2 beta-arrestin recruitment, luminescence, 7a,25-OHC stimulated. inhibition, % at 5 µM. 0.81% of 360,000 active; in the data active means inhibition above about 38%;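 further: enzyme fragment complementation signal reports receptor beta-arrestin coupling in cells; 0% = agonist plus DMSO wells and 100% = wells without agonist; some results beyond the cut were filed as inactive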
Gli-Sufu antag – blocks Gli-Sufu signaling in a luciferase reporter. inhibition, % at 5 µM. 0.74% of 340,000 active. AID 588413. Sufu-KO-LIGHT fibroblasts, Gli luciferase reporter luminescence;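 active means inhibition above about 55%, limit read from the data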;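 further: 0% = DMSO-treated cells and 100% = wells with medium but no cells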
* marks the source's active call; other numbers are inactive results. Unless noted, no stated cut-off is given here; in the data, active means inhibition above about 50%; inactive means the rest. This is a subset; the hit share may differ from the screen's.

structure,697 NFkB inh,SENP8 block,UBC13 polyUb,Apaf-1 inh,Jurkat NFkB inh,CCR6 antagonist,EBI2 antag,Gli-Sufu antag
CCn1c(=O)c(=O)[nH]c2cc(C(=O)N(C)Cc3ccc(OC)c(F)c3)ccc21,20.1,2.8,1.3,-4.3,10.2,16.3,2.1,12.9
C=CCn1c(SCC(=O)NCCCC)nc2scc(-c3ccco3)c2c1=O,-1.7,-3.6,-6.2,30.5,-3.1,15.6,18.0,5.3
COc1ccc(S(=O)(=O)N(C)CC(=O)Nc2ccc(C(N)=O)cc2)cc1OC,12.5,2.4,5.0,-1.1,-0.6,24.9,5.6,7.2
CCCCN(CCCC)CCNC(=O)CN1C(=O)COc2ccc(S(=O)(=O)N3CCOCC3)cc21,-31.8,3.2,-5.8,2.4,6.6,-4.5,5.2,25.4
CN1C(=O)C2C(c3ccc(N(C)C)cc3)NN(Cc3ccccc3)C2C1=O (centres undefined),20.6,-5.2,-3.5,-1.7,1.0,-1.6,27.7,2.8
COc1ccccc1-c1cc(C(=O)O)c2c(=O)n(C)c(=O)n(Cc3ccccc3)c2n1,17.0,-1.4,12.4,-1.2,-13.2,3.1,-11.0,-16.4
O=C(NC1CCCc2ccccc21)C1CCN(S(=O)(=O)c2cnc[nH]2)CC1 (centres undefined),0.8,-6.3,-0.9,9.4,-9.6,-0.9,9.5,4.4
Cc1sc2ncnc(NCCCn3ccnc3)c2c1C,15.5,3.3,0.6,11.1,5.2,9.0,1.2,3.4
Fc1ccc(-n2nnc(-c3nccs3)n2)cc1,-133.2,86.8*,-2.4,-4.0,-106.6,-0.8,0.6,-109.9
CCOc1ccc(-c2c(=O)n(O)c3ccccc3[n+]2[O-])cc1,-72.8,-7.5,1.2,29.3,-50.3,9.1,-2.7,4.3

3 entries from above, as labelled records:
canonical_smiles: COc1ccccc1-c1cc(C(=O)O)c2c(=O)n(C)c(=O)n(Cc3ccccc3)c2n1
  697 NFkB inh: 17.0; SENP8 block: -1.4; UBC13 polyUb: 12.4; Apaf-1 inh: -1.2; Jurkat NFkB inh: -13.2; CCR6 antagonist: 3.1; EBI2 antag: -11.0; Gli-Sufu antag: -16.4
canonical_smiles: CCOc1ccc(-c2c(=O)n(O)c3ccccc3[n+]2[O-])cc1
  697 NFkB inh: -72.8; SENP8 block: -7.5; UBC13 polyUb: 1.2; Apaf-1 inh: 29.3; Jurkat NFkB inh: -50.3; CCR6 antagonist: 9.1; EBI2 antag: -2.7; Gli-Sufu antag: 4.3
canonical_smiles: Cc1sc2ncnc(NCCCn3ccnc3)c2c1C
  697 NFkB inh: 15.5; SENP8 block: 3.3; UBC13 polyUb: 0.6; Apaf-1 inh: 11.1; Jurkat NFkB inh: 5.2; CCR6 antagonist: 9.0; EBI2 antag: 1.2; Gli-Sufu antag: 3.4

The list continues.
structure,697 NFkB inh,SENP8 block,UBC13 polyUb,Apaf-1 inh,Jurkat NFkB inh,CCR6 antagonist,EBI2 antag,Gli-Sufu antag
CCCCC(=O)NCCc1cc2ccc(OC)cc2[nH]c1=O,10.0,-1.8,4.9,-10.0,-3.9,10.3,0.4,-3.9
COc1ccc(NC(=O)CCCn2nc(C)c3c(C)n(-c4ccccc4)nc3c2=O)cc1OC,9.8,-8.1,2.1,-3.8,13.7,0.5,-2.6,23.1
CC(O)Cn1nc([N+](=O)[O-])nc1N (centres undefined),18.8,2.1,-5.2,-1.6,-6.4,-4.7,2.6,17.1
Cc1ccc(NC(=O)Cn2c(C)cc(C)c(C#N)c2=O)c(Cl)c1,-19.8,4.3,-13.3,6.7,-15.2,2.9,-3.7,-4.0
COc1ccc(-n2ncc3c2CC(C)(C)CC3NC(=O)CCc2c(C)nn(C)c2C)cc1 (centres undefined),8.9,-0.5,5.5,-13.6,28.6,1.5,-3.6,11.4
CC1CCN(c2ncnc3c2cnn3-c2ccccc2)CC1,-184.6,11.1,0.6,8.4,-187.0,0.7,1.9,-111.2
COc1ccc(NC(=O)CSc2ccc3nnc(-c4cccnc4)n3n2)cc1,-27.6,-5.9,0.7,5.0,2.8,0.5,-2.0,-0.1
COC(=O)c1cc(OC)c(OC)cc1NC(=S)N1CCCC1,4.3,6.0,1.2,-17.9,-0.4,0.3,-9.1,18.8
CC1=Nc2cc(C(=O)NCC3CCCO3)ccc2Sc2ccc(Br)cc21 (centres undefined),-28.1,3.7,10.6,-16.4,51.9*,14.6,4.4,-3.3
CON(C)C(=O)CCC1CCCN1C(=O)OC(C)(C)C (centres undefined),-4.3,-1.2,1.0,-2.9,2.6,12.3,-5.4,-0.3
CC(c1nnc(SCC(=O)Nc2sccc2C#N)n1-c1ccc(Cl)cc1)N(C)C (centres undefined),-17.0,-5.1,-8.0,18.6,-22.0,-1.4,0.0,0.9
CCCCCCSc1cc(-c2nc3cnccn3c2NCCCC)ccc1OC,-2.5,2.4,26.5,46.1*,16.0,2.8,18.8,-10.1
CN1CCN(NS(=O)(=O)c2cccs2)CC1,7.5,0.3,-4.1,-6.5,11.6,5.7,4.9,1.7
CCCCCc1ccc(OCCCC[n+]2ccccc2)c(CCCCC)c1,13.2,-3.9,59.1*,58.8*,45.4,5.1,6.3,82.8*
CCOc1cc2[nH]c(=S)n(CCCC(=O)NCc3ccco3)c(=O)c2cc1OCC,9.7,-0.1,-8.0,-9.6,15.2,-13.4,-1.8,0.8
CC(=O)c1cc(C)ccc1OC(=O)c1ccncc1,10.4,-1.5,6.2,1.7,-1.0,5.5,-11.0,0.5
COC(=O)C1=C(C)N(CC(C)C)C(=O)/C1=C\c1cccs1,18.6,0.1,-10.2,11.8,-6.7,16.2,-3.8,4.8
COc1cccc(-n2c(Cc3cc(=O)[nH]c(=O)[nH]3)nnc2SCc2cccnc2)c1,10.4,-0.6,9.0,-2.1,5.6,-0.9,5.9,-5.7
Cc1sc2ncnc(SCC(=O)NC(=O)c3cccn3C)c2c1C,0.4,-2.0,-0.4,-8.9,-6.9,9.5,0.5,4.8
O=C(CCn1c(=S)oc2ccccc21)NC1CCCCCC1,7.9,0.5,11.0,-11.9,-3.0,2.6,-4.6,10.0
O=C(NNS(=O)(=O)c1ccccc1)c1cnn(-c2ccccc2)c1-n1cccc1,0.4,1.1,1.6,9.3,-3.6,-0.7,-4.8,0.6
COCCn1cnc2c1c(=O)n(CC(=O)O)c(=O)n2Cc1ccccc1,11.6,0.5,-1.2,2.6,-8.9,3.3,4.6,11.3
C=CCN1C(=O)C(O)(CC(=O)c2ccccc2)c2ccccc21 (centres undefined),12.4,-9.1,7.5,-5.3,2.4,-9.7,-3.3,5.1
O=C(CCC(=O)Nc1ccc(F)cc1)N/N=C/c1cccnc1,9.9,6.3,2.4,-6.5,18.9,14.3,-1.3,-11.5
CCOc1ccc(NC(=O)Nc2ccc3nccnc3c2)cc1,-18.4,-1.4,-10.3,2.3,-13.3,-1.0,8.6,-22.9
O=C(Nc1ccc(F)cc1)Nc1nnc(COc2ccccc2F)s1,-6.3,1.5,-1.3,9.7,-6.4,-8.1,-2.6,3.3
OCCOCCNc1ncnc2sc(-c3ccccc3)cc12,19.7,0.4,10.6,-2.6,-9.2,-4.0,1.3,-6.5
Cc1cc(C)c(C(=O)COC(=O)[C@H](C)Nc2ccc(C(F)(F)F)cc2[N+](=O)[O-])c(C)c1,3.3,-3.4,-6.3,12.2,-2.7,7.8,-1.3,0.4
COc1ccc(NC(=O)COC(=O)[C@@H]2CCCN2C(=O)c2cccs2)c(OC)c1,15.7,6.0,6.5,3.4,8.9,-4.7,-22.6,0.4
CC(C)(C)N1C(=O)c2ccc(C(=O)Nc3ccc(-c4nc5ccccc5[nH]4)cc3)cc2C1=O,-59.6,-5.3,-28.7,-2.0,-30.5,-11.3,-7.9,-10.8
O=C(O)CCn1c(SCc2cc(=O)n3ccccc3n2)nc2ccsc2c1=O,12.5,-5.9,-6.3,6.6,-14.8,0.2,1.2,-1.4
COc1ccc(S(=O)(=O)Nc2ccc3c(c2)CC(=O)N([C@@H](C)CO)C[C@@H](C)[C@@H](CN(C)Cc2ccccc2)O3)cc1,-1.3,-1.6,14.8,23.3,2.0,2.2,2.5,-6.1
Cc1ccc(-c2nc(=O)[nH]c3ccc(Br)cc23)cc1,22.1,-5.7,7.6,5.7,-2.8,4.3,0.5,-14.5
COc1cc(CNC(=O)c2cc(C(=O)NCc3cc(OC)cc(OC)c3)n(C)n2)cc(OC)c1,16.6,4.8,11.2,10.1,8.0,6.3,6.0,-8.3
Cc1oc2cc(OCc3cnn(-c4ccccc4)c3)ccc2c(=O)c1Oc1ccccc1F,10.1,-11.0,-4.9,6.2,3.9,13.6,12.3,25.4
COC(=O)CSc1ncc(OC)c(OC)n1,2.0,-6.8,-3.3,7.1,-6.7,-1.0,-0.6,8.7
C/C(=N\N=C1\NC(=O)C(CC(=O)Nc2ccc(C)c(Cl)c2)S1)C(C)(C)C (centres undefined),-4.6,-10.0,-6.1,4.0,17.0,0.6,-1.8,-8.1
N#Cc1c(N)nc2c(c1-c1ccccc1)CCC2,-21.6,4.0,13.5,1.7,-8.1,11.6,-2.6,6.3
Cc1cc(NC(=O)CON=C(N)CC(=O)Nc2ccccc2Cl)ccc1Br,13.0,12.1,11.9,15.8,10.7,3.2,2.3,-5.2
CN(C)C(=O)c1nc2ccc(Cl)cn2c1CNCc1ccccc1OC(F)(F)F,8.9,0.6,12.8,0.4,14.4,17.5,9.4,20.4
NC(=O)NC(=O)Nc1ccccc1Cl,-3.4,-14.0,10.1,-0.8,-0.4,5.3,-6.7,0.3
Cc1ccc2cc(CCNC(=O)CCCc3ccccc3)c(=O)[nH]c2c1,1.3,-8.6,-0.2,-9.8,10.8,11.4,4.5,0.0
Cc1cnc(C(=O)OC(C(=O)c2ccccc2)c2ccccc2)cn1 (centres undefined),19.8,0.8,5.9,-6.4,10.6,3.0,-0.5,7.1
COc1ccc(NC(=O)CCCNC(=O)c2ccc(Cl)cc2)c(OC)c1,10.2,-6.8,2.2,-0.6,9.6,1.1,-0.9,15.0
CCCn1nnc(NC(=S)NC(=O)/C=C/c2ccco2)n1,-30.6,-6.3,-13.3,3.1,-26.9,15.8,1.8,3.1
CC1CCCC(NC(=O)C2COc3ccccc3O2)C1C (centres undefined),-13.4,2.8,-2.7,8.4,-9.3,6.2,33.7,6.7
O=C(CSc1nncs1)NCc1ccc(F)cc1,19.6,-3.4,3.3,-16.5,13.1,2.6,-0.8,-3.8
C=CCOC(=O)C1=C(C)Nc2ncnn2C1c1cccs1 (centres undefined),8.8,-0.9,-1.1,-8.0,-0.5,-5.4,-17.1,0.9
COc1cc(C)nc(N2CCC(C(=O)NC3CCCCC3)CC2)n1,-8.7,8.2,-2.5,-3.1,5.9,8.2,5.4,4.1
COC(=O)c1cc(C(C)=O)c(C)[nH]c1=O,11.8,-0.3,6.7,2.0,3.2,-1.2,-2.8,1.9

Additional records follow:
structure,697 NFkB inh,SENP8 block,UBC13 polyUb,Apaf-1 inh,Jurkat NFkB inh,CCR6 antagonist,EBI2 antag,Gli-Sufu antag
CCOc1ccc(CNc2ccc(N3CCCC3)cc2)cc1,13.8,-0.5,-33.4,35.4,-3.7,4.1,-25.7,7.4
COC(=O)c1ccccc1C(=O)N(Cc1cccnc1)CC1CCCN(C2CCCCC2)C1 (centres undefined),7.5,4.9,-1.9,5.0,-12.3,13.5,2.4,11.1
O=C1OCc2cc(NS(=O)(=O)c3cccs3)ccc21,17.5,-0.8,5.4,-17.8,-6.2,7.9,-0.9,-0.9
CCOC(=O)C(NC(=O)Nc1ccc(Cl)cn1)(Oc1ccc(F)cc1)C(F)(F)F (centres undefined),-13.2,-3.9,5.5,10.8,6.0,-7.5,4.2,-1.1
CN(C)CCCn1c2c(c(SCC(=O)Nc3ccc4c(c3)OCO4)nc1=O)CCCC2,-3.8,-0.4,-0.3,4.2,-9.8,4.2,3.4,17.0
COc1ccc(C(C(=O)NC(C)(C)C)N(CCC(C)C)C(=O)CCC(=O)Nc2cc(C)on2)cc1 (centres undefined),12.6,2.7,1.7,10.8,10.5,9.0,1.6,4.2
